FBPA coupling cs = qHTS Assay for Inhibitors of Fructose-1,6-bisphosphate Aldolase from Giardia Lamblia: Coupling assay counterscreen. coupling enzyme system counterscreen, AmpLite Red fluorescence. activity change, negative = inhibition, % at 58.2 µM, hits read low. 290,000 tested, 0.67% active; in the data active = activity change below about -30%
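Fluorescence at 525 nm excitation and 598 nm emission measured inhibition of the coupled detection system without aldolase. Compounds (at 57.5 uM final) were preincubated 10 min at room temperature with coupling enzyme reagent before a 20 min substrate/AmpLite Red step.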
GALK inh = qHTS Assay for Inhibitors of Human Galactokinase (GALK). 270,000 tested, 0.007% active. AID 1868, 2009. Purified GALK, Kinase-Glo residual ATP luminescence. P51570. Potency, µM (series often up to 57.5 µM), inactives show at the highest dose activity change, negative = inhibition, usual class: inhibitors; note: potency is the fitted concentration of half-maximal effect
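The enzyme phosphorylates galactose (100 uM) using ATP (35 uM); inhibition is detected as higher residual ATP, quantified by bioluminescence after 1 h reaction at room temperature, pH 8.0.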
USP2a block = qHTS Assay for Inhibitors of Ubiquitin-specific Protease USP2a Using CHOP2 as the Reporter; Potency, µM (highest dose often 38.3 µM), for inactives: at the highest dose activity change, negative = inhibition, most hits filed as inhibitors; USP2 core, Ub-CHOP2 coupled fluorogenic reporter, 485/531; 330,000 tested, 0.01% active;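 note: potency is the fitted concentration of half-maximal effect; plate controls were DMSO wells for no effect and full inhibition by NEM control for full effect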
Target sequence (O75604 whole entry, looked up): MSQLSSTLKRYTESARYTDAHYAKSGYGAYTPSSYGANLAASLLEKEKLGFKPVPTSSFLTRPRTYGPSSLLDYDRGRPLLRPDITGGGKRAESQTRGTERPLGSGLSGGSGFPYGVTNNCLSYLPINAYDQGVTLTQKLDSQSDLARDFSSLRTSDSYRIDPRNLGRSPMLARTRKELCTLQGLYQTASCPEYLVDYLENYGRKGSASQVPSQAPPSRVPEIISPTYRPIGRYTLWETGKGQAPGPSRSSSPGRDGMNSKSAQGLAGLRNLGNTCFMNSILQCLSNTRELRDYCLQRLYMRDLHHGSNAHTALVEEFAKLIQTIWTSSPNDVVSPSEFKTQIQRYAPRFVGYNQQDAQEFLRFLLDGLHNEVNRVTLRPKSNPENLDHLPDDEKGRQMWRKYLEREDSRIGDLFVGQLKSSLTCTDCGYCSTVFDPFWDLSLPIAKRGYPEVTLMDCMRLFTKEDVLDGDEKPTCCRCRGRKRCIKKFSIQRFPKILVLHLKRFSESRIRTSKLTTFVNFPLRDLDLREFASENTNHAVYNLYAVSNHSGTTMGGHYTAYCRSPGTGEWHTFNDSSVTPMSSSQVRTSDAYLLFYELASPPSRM
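Cell-free coupled assay: 10nM USP2 core preincubated 30min RT with compound in Tris-HCl pH 8.0/CaCl2/CHAPS buffer, then 25nM Ub-CHOP2 and 25nM reporter substrate; fluorescence (Ex 485/Em 531) read after 60min RT, normalized to NEM inhibition, concentration-response curves fitted.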
B2AR arrestin = qHTS assay of beta-arrestin-biased ligands of beta2-adrenergic receptor; Beta-2 adrenergic receptor (Homo sapiens), P07550; beta-arrestin recruitment to beta2AR, cell-based reporter; Potency, µM (highest dose often 46.1 µM), without a hit: at the top dose activation, most hits filed as activators; 330,000 tested, 0.02% active; AID 492947, 2010;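 note: potency is the fitted concentration of half-maximal effect; 0% = DMSO controls and full agonism = EC100 isoproterenol or metaproterenol; nearly all actives have a fitted effect of over 65% in size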
Target sequence (P07550 whole entry, looked up): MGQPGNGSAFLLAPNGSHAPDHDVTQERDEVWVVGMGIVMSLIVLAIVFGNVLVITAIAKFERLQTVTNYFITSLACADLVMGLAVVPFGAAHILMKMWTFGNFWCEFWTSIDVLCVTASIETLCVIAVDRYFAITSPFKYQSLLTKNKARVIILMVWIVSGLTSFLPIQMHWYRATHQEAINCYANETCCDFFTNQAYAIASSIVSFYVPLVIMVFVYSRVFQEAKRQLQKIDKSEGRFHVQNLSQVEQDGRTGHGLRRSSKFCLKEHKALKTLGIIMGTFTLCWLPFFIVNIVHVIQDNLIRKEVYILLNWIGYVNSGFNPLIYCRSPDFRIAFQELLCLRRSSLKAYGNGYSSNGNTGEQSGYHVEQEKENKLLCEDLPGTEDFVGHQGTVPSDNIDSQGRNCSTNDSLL
Eya2 inh = qHTS Assay for Inhibitors of the Phosphatase Activity of Eya2; recombinant Eya2, OMFP fluorescence dephosphorylation (OMFP is methylfluorescein phosphate); Potency, µM (highest dose often 76.9 µM), for inactives: top-dose activity, negative = inhibition, actives largely listed as inhibitors; 330,000 tested, 0.006% active; note: potency is the fitted concentration of half-maximal effect
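Eya2 protein (added as 0.2 uM solution) was preincubated with compound for 10 min at ambient temperature in 50 mM HEPES pH 7.5, 50 mM NaCl, 5 uM MgCl2, 0.05% BSA, 1 mM DTT. OMFP (added at 50 uM) then reacted 10 min; fluorescence read at 485/525 nm.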
uPA generation = qHTS for Inhibitors of Cell Surface uPA Generation; cell surface uPA generation assay, qHTS; 330,000 tested, 0.31% active; AID 540303, 2011; Potency, µM (titrated, usually from 38.3 µM), for inactives: at the top dose activity change, negative = inhibition, most hits filed as inhibitors; active = well fitted inhibition curve with a large enough effect; inconclusive = small, poorly fitted or top-dose-only effect; inactive = no such curve, though single readings can be large or run the other way; tested in mouse RAW 264.7 cells; note: potency is the fitted concentration of half-maximal effect; nearly all actives have a fitted effect of over 55% in size
KCNH2 WT inh = qHTS for Inhibitors of KCHN2 3.1: Wildtype qHTS. 340,000 tested, 0.37% active. Voltage-gated inwardly rectifying potassium channel KCNH2 (Homo sapiens), Q12809. activity change, % at 1.84 µM. U2OS, BacMam KCNH2, thallium flux FluxOr; active compounds read low;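 active = maximum activity change below -70%; inconclusive = maximum activity change between -70% and -50%; inactive = maximum activity change above -50%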
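U2OS cells transduced with wild-type KCNH2 virus are loaded with FluxOr dye for 45 min, and thallium flux is measured in kinetic reads before and after stimulation buffer. Rate constants are normalized to DMSO controls.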
KCNH2 3.1 block = qHTS for Inhibitors of KCHN2 3.1: Mutant qHTS; activity change, % (tested at about 1.8 µM); AID 720553, 2013; U2OS KCNH2 3.1, thallium flux FluxOr; active compounds read low; Potassium voltage-gated channel subfamily H member 2, brain isoform KCNH2 3.1 (human); 340,000 tested, 0.95% active;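 active = maximum activity change below -70%; inconclusive = maximum activity change from -70% to -50%; inactive = maximum activity change above -50%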;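 note: thallium influx rate constant from kinetic fluorescence after stimulation buffer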
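Measured as rate of thallium-driven FluxOr signal in transduced U2OS cells carrying the 3.1 channel, read kinetically for 2 min upon stimulation; values are rate constants scaled to DMSO control wells.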
Chronic BCR inh = qHTS Assay to Find Inhibitors of Chronic Active B-Cell Receptor Signaling | ABC-DLBCL IkBa-CBG/CBR reporter, luminescence ratio, 4 h | Potency, µM (top dose mostly 46.1 µM), inactives show at the highest dose ratio change, negative = lower green/red ratio, hits mostly inhibitors | 340,000 tested, 0.05% active; active = well fitted inhibition curve with a large enough effect in the signal ratio, with a control signal flat, not every such curve was filed as active; inconclusive = small, poorly fitted or top-dose-only effect, or effect the other way, or a change in a side signal; the % refers to the signal ratio;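 note: potency is the fitted concentration of half-maximal effect; plate controls were basal doxycycline-induced cells for no effect and cells given 10 µM MG132 for full effect; MG132 reads +100%, hits lower the ratio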
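Compounds up to 46 uM were incubated four hours with TMD8 cells whose green CBG68 luciferase is fused to IkappaBalpha; red CBR luminescence normalised the signal, and concentration-effect curves were fitted to fusion, red and ratio data.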
PKM2 activator = qHTS Assay for Activators of Human Muscle isoform 2 Pyruvate Kinase. Pyruvate kinase PKM (Homo sapiens), P14618. 260,000 tested, 0.34% active. purified PKM2, Kinase-Glo ATP luminescence, activation; response scale: 0% is enzyme alone, no compound. AID 1631, 2009. Potency, µM (titrated, usually from 57.5 µM), without a hit: at the highest dose activation, most hits filed as activators; note: potency is the fitted concentration of half-maximal effect; nearly all actives have a fitted effect of over 55% in size
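Kinase-Glo luminescence reports ATP generated from ADP (0.1 mM) and PEP (0.5 mM) by purified hPK-M2 after 1 h at room temperature, pH 7.2 imidazole buffer; intermediate enzyme activity allows detecting inhibitors and activators.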
Giardia kill = Small Molecules that selectively kill Giardia lamblia: qHTS | Giardia lamblia trophozoite viability | activity change, % at 7.66 µM, hits read low | 340,000 tested, 0.15% active | AID 540267, 2011; in the data active = activity change below about -80%; inconclusive = between about -30% and that limit;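 note: parasites exposed to compound for two days anaerobically before the ATP read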
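Giardia lamblia trophozoites (100 cells/well) were incubated with compounds for 48 h at 37 deg C under anaerobic conditions. Viability was read as ATP content by one-step luminescence after 15-30 min at room temperature.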
* marks the source's active call; other numbers are inactive results; ? = inconclusive; · = no result given; [ ] = another dose, or the depositor's remark. Unless noted, calls come from the whole dose curve; as a rule, active = well fitted curve in the direction sought with a large enough effect; inconclusive = small, poorly fitted or top-dose-only effect, or another doubt; inactive = no such curve, though single readings can be large; an effect the other way counts as inactive or inconclusive. Unless noted, % is set by controls: 0 for no effect and ±100 for the full control effect.

SMILES	FBPA coupling cs	GALK inh	USP2a block	B2AR arrestin	Eya2 inh	uPA generation	KCNH2 WT inh	KCNH2 3.1 block	Chronic BCR inh	PKM2 activator	Giardia kill
O=C(O)COc1ccccc1/C=N/NC(=O)c1cc(-c2ccccc2)nc2ccccc12	4	·	-9%	-0.4%	1%	-2%	7	-31	6%	1%	11
CCc1nn(CC(=O)NC2CCN(Cc3ccccc3)CC2)c(=O)c2cc3cc(F)ccc3n12	0	9%	2%	-1.0%	2%	-18%	0	8	2%	-9%	0
CCCCCc1c(C)nc(N2CCN(Cc3ccc4c(c3)OCO4)CC2)[nH]c1=O	1	6%	3%	3.1%	-1%	12%	-8	-15	1%	·	14
Cn1ccnc1SCC(=O)NC1(C#N)CCCCC1	·	·	1%	-0.3%	28%	3%	-1	0	11%	·	5
CCCC(=O)N(c1ccc(C(=O)O)cc1)c1nc(-c2ccccc2)c(C)s1	15	-3%	2%	-0.7%	-4%	-14%	1	-4	·	17%	17
S=C(Nc1ccccc1)N1CCCCC1	4	-2%	1%	-0.4%	?	-7%	3	-1	-1%	-2%	9
Cc1ccc2cc(CN(C)S(C)(=O)=O)c(=O)[nH]c2c1	2	-3%	7%	-0.1%	4%	1%	-2	3	?	7%	7
CC1(C)CC(NC(=O)C2CCN(S(=O)(=O)c3ccc(F)cc3)CC2)CC(C)(C)N1	·	-7%	2%	-0.2%	1%	3%	-3	3	2%	·	-18
CCCC(=O)Nc1c2c(nn1-c1ccc(OC)cc1)CS(=O)C2 (stereo not given)	-6	-1%	-1%	0.1%	1%	0%	-4	8	?	-1%	-10
NC(=O)C1CN(S(=O)(=O)c2ccc(Cl)cc2F)c2ccccc2O1 (stereo not given)	0	-1%	0%	-0.1%	-2%	1%	4	-10	?	-2%	16
Cc1ccc(-n2c(=O)c3c(n4cnnc24)-c2ccccc2CC32CCCCC2)cc1	0	-2%	-1%	-1.4%	-10%	-4%	-1	-3	-3%	-4%	4
CCOC(=O)CCc1c(C)nc2cc(C3CCCN(C(=O)OC(C)(C)C)C3)[nH]n2c1=O (stereo not given)	5	0%	3%	0.1%	11%	8%	0	0	1%	0%	14
COc1cscc1C(N)=O	3	·	1%	-0.4%	4%	3%	-7	-3	?	2%	2
O=C(O)c1ccc(CSCc2c(F)cccc2Cl)o1	20	3%	-1%	-0.1%	30%	·	7	10	0%	-11%	-5
COc1ccc(-c2cn3cc(Cl)ccc3n2)cc1OC	-32*	2%	-2%	0.4%	-1%	0%	-10	4	0%	2%	-8
CSc1ncccc1C(=O)OCc1ccccc1	-1	2%	1%	-0.2%	7%	2%	6	-6	?	1%	-6
Cc1cccnc1NC1(C(F)(F)F)N=C(c2ccccc2)NC1=O (stereo not given)	1	5%	-1%	-0.1%	-9%	·	-28	15	-5%	-2%	-3
CCC(C)NS(=O)(=O)c1ccc(S(=O)(=O)N(CCc2ccc(OC)c(OC)c2)Cc2cccs2)cc1 (stereo not given)	-1	-2%	-3%	-0.4%	-7%	-6%	10	-13	6%	-13%	27
CCCS(=O)(=O)N1CCCC(C(=O)NCCCOCC)C1 (stereo not given)	3	-1%	-2%	0.5%	16%	-6%	-4	3	12%	2%	-16
CCOC(=O)Cc1c[nH]c2ccccc12	-2	-1%	-1%	-0.4%	-37%	·	-5	2	1%	-36%	2
Cc1cccc(OCC(=O)NCC(=O)N/N=C/c2ccc(N(C)C)cc2)c1	·	-5%	2%	0.2%	-2%	-1%	-16	15	7%	6%	-21
COc1ccc(N2CCN(CCCNC(=O)c3ccc(CS(=O)(=O)c4ccc(Cl)cc4)o3)CC2)cc1	·	-5%	1%	0.1%	9%	?	-21	-99*	-8%	·	-26
COc1c([N+](=O)[O-])c(=O)oc2ccccc12	2	·	0%	-0.1%	3%	6%	-45	11	?	-19%	21
COc1ccc(NS(=O)(=O)c2cc(NC(=O)COc3ccccc3F)ccc2OC)cc1	·	·	0%	-0.9%	-22%	-8%	2	-9	0%	·	8
S=c1[nH]nc(-c2cc(-c3ccccc3)n[nH]2)n1/N=C/c1ccccc1	8	1%	-10%	0.0%	-15%	-4%	4	8	14%	1%	-11
Cc1ccc(N2C(=O)N(CC(=O)N3CCOCC3)C(=O)C2C)cc1 (stereo not given)	1	-1%	6%	0.0%	6%	8%	-14	-7	13%	-2%	-15
CN(C)Cc1c(O)ccc2c1O/C(=C\C=C\c1ccccc1)C2=O	2	-1%	?	3.4%	21%	-2%	5	-2	?	9%	7
CCN(C(=O)c1sc(N)c(C#N)c1C)C1CCCCC1	1	2%	-1%	0.0%	6%	6%	-6	1	6%	-2%	27
O=C1Cc2ccccc2C(c2ccc(Cl)cc2)N1 (stereo not given)	-1	0%	1%	-0.7%	13%	0%	-3	-5	-3%	-8%	-7
CCN(CC)S(=O)(=O)c1cc(NC(=O)CNc2cccc(S(=O)(=O)N3CCCC3)c2)ccc1C	·	·	4%	-0.8%	-38%	-5%	-10	-12	2%	·	-18

Limited to KCNH2 WT inh, Chronic BCR inh and Eya2 inh (two entries from above):
compound	KCNH2 WT inh	Chronic BCR inh	Eya2 inh
S=c1[nH]nc(-c2cc(-c3ccccc3)n[nH]2)n1/N=C/c1ccccc1	4	14%	-15%
CCN(C(=O)c1sc(N)c(C#N)c1C)C1CCCCC1	-6	6%	6%

Remaining list, next part.
SMILES	FBPA coupling cs	GALK inh	USP2a block	B2AR arrestin	Eya2 inh	uPA generation	KCNH2 WT inh	KCNH2 3.1 block	Chronic BCR inh	PKM2 activator	Giardia kill
CCCN1CCC(=O)N([C@H](CO)CC(C)C)CC1	0	·	-1%	-0.1%	-4%	14%	-13	-9	0%	1%	31[activator]
CC1=C(C(N)=O)C(c2cccs2)NC(=S)N1 (stereo not given)	7	9%	2%	-1.1%	-1%	1%	-5	-3	-16%	11%	-3
CCn1c(CC(=O)Nc2ccc(C)cc2)nnc1SCC(=O)N1CCOCC1	1	-5%	-1%	-0.3%	0%	3%	-1	-3	2%	-1%	6
CN(C)C(=O)CCc1ccc2c3c([nH]c2c1)[C@]1(CCC2CCCC2)[C@@H](C(=O)N2CCOCC2)C[C@H](CC(=O)NCc2cccc(C(F)(F)F)c2)C(=O)N1CC3	·	·	1%	-0.2%	4%	?	6	·	1%	·	-19
CCC(C)Sc1nnc(CSc2nc(C)cc(C)n2)n1C (stereo not given)	3	7%	1%	0.1%	-4%	-4%	3	3	-13%	-9%	?
Cc1cc(NC(=O)CCC(=O)N(CC(=O)NC2CCCC2)Cc2ccc3c(c2)OCO3)no1	-3	-1%	1%	0.1%	5%	-2%	17	7	-10%	15%	-9
NC(=O)CSCc1cccc(Br)c1	-7	0%	-1%	-0.1%	-3%	-1%	-2	-5	0%	-1%	0
CCCOC(=O)C1=C(C)NC2=C(C(=O)CCC2)C1c1ccc(N(C)C)cc1 (stereo not given)	0	7%	3%	0.5%	3%	2%	1	0	?	0%	-4
CNC(=O)C(=O)NCC1OCCN1S(=O)(=O)c1ccc(C)cc1 (stereo not given)	·	1%	1%	-1.9%	14%	4%	-207*	-5	2%	-12%	1
CCn1nnc(-c2ccccc2NC(=O)c2ccc(-n3cnnn3)cc2)n1	0	-5%	0%	-0.2%	14%	1%	-9	-4	-1%	-4%	-13
OC(C#CCN1CCCC1)(c1ccccc1)c1cccc(F)c1 (stereo not given)	-1	0%	6%	-0.9%	-5%	4%	7	-3	3%	-14%	-16
c1ccc(Nc2ncnc3sccc23)cc1	2	4%	2%	-0.4%	-21%	-1%	-9	-1	-20%	-11%	-6
O=C(Cn1c(=O)oc2cc(S(=O)(=O)N3CCCCC3)ccc21)N1CCCCC1	·	-1%	3%	-0.1%	3%	6%	-22	-106*	6%	·	0
CC1(C)CC(=O)C(C=NCC2CCN(C(=O)Nc3ccc(Cl)c(Cl)c3)CC2)=C(O)C1	7	2%	-1%	-0.2%	-3%	1%	-7	25	-3%	-1%	-10
Cc1ccc(NC(=O)NC2=NN(c3ccccc3)C(=O)/C2=C2/CCCN2C)cc1	-1	-1%	-15%	-0.1%	-16%	-2%	5	-10	0%	-28%	-11
CCC(=O)Nc1cc(-c2nn3c(C)nnc3s2)ccc1C	5	1%	1%	-0.3%	17%	-1%	4	16	?	7%	3
